Eya2 phos inh: blocks the phosphatase activity of human Eya2; O00167; recombinant Eya2, OMFP fluorescence dephosphorylation (OMFP is methylfluorescein phosphate); Potency, µM (highest dose often 76.9 µM), for the others: at the top dose activity, negative = inhibition, most hits filed as inhibitors; 0.006% of 330,000 active; also: potency is read from the fitted curve at half-maximal effect; % is scaled to controls: 0 for no effect and ±100 for the full control effect
Target sequence (O00167 whole entry, looked up): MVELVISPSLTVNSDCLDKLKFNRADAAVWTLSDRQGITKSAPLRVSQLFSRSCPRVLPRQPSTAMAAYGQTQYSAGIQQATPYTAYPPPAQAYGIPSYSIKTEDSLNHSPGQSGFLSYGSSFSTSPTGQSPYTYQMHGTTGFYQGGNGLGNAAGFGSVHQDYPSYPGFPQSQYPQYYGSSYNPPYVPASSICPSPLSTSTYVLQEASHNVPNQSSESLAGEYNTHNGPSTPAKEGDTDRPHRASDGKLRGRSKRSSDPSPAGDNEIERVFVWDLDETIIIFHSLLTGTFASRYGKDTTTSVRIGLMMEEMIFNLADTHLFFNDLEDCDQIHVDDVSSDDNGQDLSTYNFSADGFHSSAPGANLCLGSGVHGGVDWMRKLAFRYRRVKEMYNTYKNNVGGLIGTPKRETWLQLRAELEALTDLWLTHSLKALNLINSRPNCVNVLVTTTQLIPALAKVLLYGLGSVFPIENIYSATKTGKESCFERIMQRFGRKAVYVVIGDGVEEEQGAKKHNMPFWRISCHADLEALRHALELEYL
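Eya2 (0.2 uM) preincubated 10 min at ambient with compound, then OMFP substrate added at 50 uM; 10 min reaction in 50 mM HEPES pH 7.5, 50 mM NaCl, 5 uM MgCl2, 0.05% BSA, 1 mM DTT. Fluorescence read at Ex 485/Em 525 nm.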
uPA generation: inhibitors of cell surface uPA generation. cell surface uPA generation assay, qHTS. AID 540303. Potency, µM (doses to about 38.3 µM), inactives show at the top dose activity change, negative = inhibition, usual class: inhibitors. 0.31% of 330,000 active; active = well fitted inhibition curve with a large enough effect; inconclusive = small, poorly fitted or top-dose-only effect; inactive = no such curve, though single readings can be large or run the other way; tested in mouse RAW 264.7 cells; also: potency is read from the fitted curve at half-maximal effect; % is scaled to controls: 0 for no effect and ±100 for the full control effect; nearly all actives have a fitted effect of over 55% in size
ELG1 genotox: genotoxicity induction in ELG1-luciferase HEK293T cells; 1.3% of 330,000 active; Potency, µM (top dose mostly 46 µM), for inactives: top-dose activity change, positive = activation, actives largely listed as activators; HEK293T ELG1-luciferase reporter, luminescence, 16 h; also: potency is read from the fitted curve at half-maximal effect; % of control where 0% means no effect; nearly all actives have a fitted effect of over 60% in size
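HEK293T cells expressing luciferase-tagged ELG1 were exposed to compound or DMSO vehicle for 16 hr at 37 °C and 5% CO2. Luciferase activity was then measured with ONE-Glo after 30 min at room temperature.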
USP2a block: inhibitors of human ubiquitin-specific protease USP2a | O75604 | USP2 core, Ub-CHOP2 coupled fluorogenic reporter, 485/531 | Potency, µM (top dose mostly 38.3 µM), for the others: at the top dose activity change, negative = inhibition, hits mostly inhibitors | 0.01% of 330,000 active;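 also: potency is read from the fitted curve at half-maximal effect; plate controls were DMSO wells for no effect and full inhibition by NEM control for full effect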
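Deubiquitinase activity read as fluorescence (485/531 nm) after Ub-CHOP2 cleavage activates the enterokinase reporter on its substrate; USP2 core 10nM, Ub-CHOP2 and substrate 25nM each, 30min compound preincubation then 60min RT; data normalized to NEM, curves fitted.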
a7 integrin act: activators of alpha7 integrin expression for muscular dystrophy | alpha7betagal myoblasts, beta-gal FDG fluorescence, 48 h | Potency, µM (highest dose often 38.3 µM), for the others: at the highest dose activation, usual class: activators | 0.064% of 350,000 active | AID 624291;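 also: potency is read from the fitted curve at half-maximal effect; 100% = response of the positive control SU9516; nearly all actives have a fitted effect of over 60% in size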
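Alpha7betagal+/- myoblasts (passage 13) were plated 16-24 hr, then exposed to compounds (1:260 dilution of DMSO stock) for 48 hours at 37C. After MPER lysis, β-galactosidase reporter activity was read as FDG fluorescence (ex 480/em 540) after 30 minutes.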
PTAP TSG101 blk: blocks PTAP/TSG101 interaction to inhibit HIV-1 budding; Fluorescence polarization, FITC-PTAP peptide / Tsg101 binding; 340,000 tested, under 10 active; AID 493005; Potency, µM (series often up to 115 µM), without a hit: at the highest dose activity change, negative = inhibition, usual class: inhibitors; active = well fitted inhibition curve with a large enough effect in the main read-out, with a control signal flat, not every such curve was filed as active; inconclusive = small, poorly fitted or top-dose-only effect, or effect the other way, or a change in a side signal; inactive = no such curve, though single readings can be large or run the other way; also: potency is read from the fitted curve at half-maximal effect; % of control where 0% means no effect
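Steps: Tsg101 binding domain dispensed (10 uM final), compounds pinned in DMSO, FITC-labeled PTAP-motif peptide added (50 nM final); after 20 min binding at room temperature, polarization measured.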
BRCA1 expr up: increases BRCA1 expression. AID 624202. Potency, µM (titrated, usually from 46.1 µM), for the others: top-dose activation, actives largely listed as activators. MCF7-BRCA1-FFLuc reporter, luminescence, 48 h; response scale: scaled: vehicle 0%, 10 µM genistein 100%. 1.1% of 380,000 active; also: potency is read from the fitted curve at half-maximal effect; nearly all actives have a fitted effect of over 80% in size; some results filed as inactive show a strong effect at the top dose
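48 h compound treatment of MCF7-BRCA1-FFLuc cells (phenol-red free MEM, 37 °C), then 15 min with luciferase substrate and luminescence imaging.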
S-ASM inh: blocks human secretory acid sphingomyelinase; placental ASM, HMU-PC fluorogenic substrate, 60 min; Potency, µM (top dose mostly 57.5 µM), inactives show at the top dose activity change, negative = inhibition, actives largely listed as inhibitors; 0.006% of 340,000 active; also: potency is read from the fitted curve at half-maximal effect
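Fluorogenic HMU-PC substrate (9 uM final) is turned over by placental ASM in 60 min at 37 C after a 10 min compound preincubation. Reaction ended by alkaline stop (pH 10), with fluorescence read at 386/447 nm.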
TRPV1 agonist: activates the human vanilloid receptor TRPV1. 0.19% of 320,000 active. TRPV1-expressing cells, Fluo-8 calcium influx, agonist mode. activation, % at 8.33 µM; in the data active = activation above about 80%; inconclusive = between about 30% and that limit; also: 0% is about no effect
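Fluo-8 calcium influx in TRPV1-expressing cells, kinetic read (ex 480/em 520 nm). Compound added and read 3 min for agonist activity, followed by capsaicin at EC20 final and 2 min further read for enhancement.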
B2AR arrestin: beta2AR (human) beta-arrestin recruitment activity. 0.02% of 330,000 active. beta-arrestin recruitment to beta2AR, cell-based reporter. AID 492947. P07550. Potency, µM (series often up to 46.1 µM), for inactives: at the top dose activation, actives largely listed as activators;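 also: potency is read from the fitted curve at half-maximal effect; 0% = DMSO controls and full agonism = EC100 isoproterenol or metaproterenol; nearly all actives have a fitted effect of over 65% in size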
Target sequence (P07550 whole entry, looked up): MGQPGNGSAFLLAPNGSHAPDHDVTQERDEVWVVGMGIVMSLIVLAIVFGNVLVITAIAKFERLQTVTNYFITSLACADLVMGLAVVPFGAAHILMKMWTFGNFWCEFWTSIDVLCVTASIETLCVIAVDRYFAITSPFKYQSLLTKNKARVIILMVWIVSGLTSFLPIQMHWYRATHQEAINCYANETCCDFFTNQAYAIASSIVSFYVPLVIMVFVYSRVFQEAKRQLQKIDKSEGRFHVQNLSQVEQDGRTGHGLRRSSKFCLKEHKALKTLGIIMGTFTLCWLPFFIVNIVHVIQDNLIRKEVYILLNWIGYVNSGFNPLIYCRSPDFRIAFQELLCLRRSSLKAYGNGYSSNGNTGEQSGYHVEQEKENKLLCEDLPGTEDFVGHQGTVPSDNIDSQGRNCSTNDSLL
p53 reactivator: mutant p53 re-activation in reporter cells. H1299 p53-A138V BP100-luciferase reporter, luminescence, 24 h. Potency, µM (titrated, usually from 92.2 µM), inactives show top-dose activity change, positive = activation, hits mostly activators. AID 504706. 0.063% of 320,000 active; also: potency is read from the fitted curve at half-maximal effect; % of control where 0% means no effect; nearly all actives have a fitted effect of over 45% in size
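H1299 (p53-null), stable ts p53-A138V + BP100-Luc; 1000 cells/well, Opti-MEM/10% FBS; cpd 4 pt, 1:5; 24 h, 37 deg C, 5% CO2; detection reagent 10 min RT; luminescence.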
An asterisk follows results filed as active; i = inactive; ? = inconclusive; nt = not tested or not shown; [ ] = remark or other dose. Unless noted, calls follow the shape of the dose curve; as a rule, active = well fitted curve in the direction sought with a large enough effect; inconclusive = small, poorly fitted or top-dose-only effect, or another doubt; inactive = no such curve, though single readings can be large; an effect the other way counts as inactive or inconclusive. Compounds as they come; about 2.6% have a hit in one of these screens.

Compound,Eya2 phos inh,uPA generation,ELG1 genotox,USP2a block,a7 integrin act,PTAP TSG101 blk,BRCA1 expr up,S-ASM inh,TRPV1 agonist,B2AR arrestin,p53 reactivator
CSc1nnc(-c2sc(-c3ccccc3)nc2C)n1C,-3%,nt,0%,3%,19%,-1%,2%,21%,6,-0.4%,8%
CC1=NN(c2ccccc2)C(=O)/C1=C/c1ccc(-c2ccc(C)c(C(=O)O)c2)o1,nt,1%,nt,nt,-7%,-7%,29%,-5%,nt,nt,nt
CC(OC(=O)/C=C/c1ccc2ccccc2n1)C(=O)Nc1ccc(S(N)(=O)=O)cc1 (stereo unspecified),21%,-13%,-31%[inhibitor],0%,-18%,-3%,-74%,-1%,28,-0.3%,13%
O=C(c1ccccn1)N1CCN(S(=O)(=O)c2ccc3ccccc3c2)CC1,3%,-2%,-19%,5%,12%,-2%,6%,5%,1,0.1%,-2%
NC(=O)Nc1ccc(C(=O)OCC(=O)Nc2ccc([N+](=O)[O-])cc2C(F)(F)F)cc1,-5%,-2%,0%,4%,9%,-2%,-10%,-3%,-1,-1.8%,15%
CCOc1ccc(Cc2c(Cl)nc(N)nc2Cl)cc1,3%,1%,-1%,0%,7%,-3%,-34%,-14%,-8,-0.7%,8%
O=C(NCCc1ccccc1)c1ccccc1SCC(=O)N1CCCC1,-5%,6%,?,1%,-50%[inhibitor],-4%,83%,1%,-1,0.2%,nt
CCOc1cccc2c1OC(c1cc(OC)c(OC)c(OC)c1)N1N=C(c3ccc(C)o3)CC21 (stereo unspecified),5%,-10%,?,3%,-43%,19%,40%,0%,8,0.8%,?
N#C/C(=C\C=C\c1ccccc1[N+](=O)[O-])c1nc(-c2ccc3c(c2)OCO3)cs1,0%,0%,-12%,-1%,-16%,-3%,-46%,-2%,-3,-0.1%,0%
Cc1ccc(SCCN2CCN(C)CCC2=O)cc1,-1%,0%,9%,3%,8%,nt,51%,1%,-1,-0.4%,7%
CC(C)Sc1nc(SCC(=O)NCc2ccco2)c2c3c(sc2n1)COC(C)(C)C3,-12%,9%,?,-5%,-15%,-2%,46%,-3%,?,5.6%,?
O=C(Cc1ccc(NC(=O)C2CCN(C(=O)C3CC3)CC2)cc1)Nc1cccc(C(=O)N2CCCCC2)c1,nt,1%,nt,nt,2%,3%,6%,4%,nt,nt,nt
O=C(OCCCc1cc2ccccc2c(=O)o1)c1ccc(C(F)(F)F)cc1,-18%,15%,1%,2%,-7%,0%,-3%,-2%,13,0.0%,-6%
CCOc1ccc(OCc2ccc(C(=O)N3CCCCC3)o2)cc1,1%,-3%,2%,4%,0%,-10%,88%,0%,?,-1.0%,3%
Cc1ccc2nc(SCC(=O)c3ccc(O)cc3O)[nH]c2c1,14%,-11%,?,-2%,-20%,0%,?,-3%,-4,-0.9%,7%
CC(Oc1ccc(Cl)cc1Cl)C(=O)NNC(=O)C(=O)N1CCCCC1 (stereo unspecified),-4%,-5%,1%,3%,0%,-1%,-41%,-2%,1,-0.5%,0%
COc1cc(C(=O)N(CCN(C)C)CC2CCCN(Cc3ccccc3F)C2)ccc1C (stereo unspecified),9%,17%,0%,0%,-52%[inhibitor],-2%,-31%,-3%,-6,-0.8%,-9%
COc1ccc(OC)c(NC(=O)CN2c3cccc4cccc(c34)S2(=O)=O)c1,-4%,1%,0%,-12%,0%,-2%,-32%,7%,nt,-0.1%,-1%
CCOc1ccccc1C1C(C(N)=O)=C(C)Nc2nc(-c3ccc(OC)cc3)nn21 (stereo unspecified),16%,-2%,0%,0%,-5%,-3%,-7%,0%,0,-0.2%,3%
CC(OC(=O)Cc1c[nH]c2ccccc12)C(=O)Nc1ccc(S(N)(=O)=O)cc1 (stereo unspecified),-23%,11%,-12%,-14%,-5%,0%,-1%,-1%,0,-0.7%,-5%
CCn1ncc(/C=N\NC(=O)COc2cc(C)cc(C)c2)c1C,-2%,?,-3%,1%,-20%,-3%,-63%,-3%,4,0.3%,11%
CCn1c(N)c(C(=O)NC)sc1=S,4%,5%,4%,-1%,11%,-2%,11%,1%,-2,-0.3%,6%
O=C(N/N=C/c1ccncc1)c1cc(C2CC2)nc2ccccc12,-6%,0%,-1%,4%,10%,0%,-26%,-4%,?,0.2%,-1%
COc1cccc(C(=O)Nc2cccc(C(=O)NC3=NN(c4c(Cl)cc(Cl)cc4Cl)C(=O)C3)c2)c1,-7%,0%,9%,-10%,2%,-8%,0%,-21%,1,-0.4%,0%
N#Cc1cc2c(ccc3ccccc32)oc1=O,0%,0%,-3%,4%,-12%,-12%,-22%,i,-12,0.3%,-1%
COc1ccc(CCNC(=O)CC2(CC3=NS(=O)(=O)c4ccccc4N3)CCCC2)cc1OC,-9%,2%,-3%,2%,47%,18%,-10%,-4%,2,0.3%,-7%
Cc1cc(C(=O)NC2CCC(C)CC2)c(C)o1 (stereo unspecified),-9%,3%,5.2µM*,1%,-5%,14%,?,-1%,12,0.5%,?
CCOC(=O)N1CCN(C(=O)CSc2nnc(-c3ccccc3OC)o2)CC1,7%,-2%,-5%,-2%,-24%[1.53 µM],-3%,-11%,1%,0,-0.6%,6%
O=C(CN1C(=O)COc2ccccc21)N1CCN(c2ccccc2F)CC1,-8%,-7%,0%,0%,38%,-4%,-20%,5%,16,-0.5%,-8%
COC(=O)CC1C(=O)NCCN1C(=O)CSc1nnc(Nc2ccc(C)cc2)s1 (stereo unspecified),-22%,-1%,7%,4%,3%,-11%,2%,-1%,-1,0.2%,1%
CCN(CC)S(=O)(=O)c1ccc2oc(C(=O)NCCCN3CCOCC3)c(C)c2c1,6%,-1%,0%,0%,19%,-6%,3%,3%,14,-0.1%,-3%
Cc1cc(C)nc(N2CCCC(CCC(=O)NCc3ccc(F)c(F)c3)C2)n1 (stereo unspecified),-2%,-1%,-3%,-1%,-14%,-4%,-15%,-1%,?,-0.9%,-3%
CC1CN(C(=O)c2ccc([N+](=O)[O-])s2)CC(C)O1 (stereo unspecified),0%,-22%,-7%,0%,-2%,1%,-20%,-1%,nt,0.0%,3%
Cc1ccc(SCCNC(=O)/C=C/c2cccc([N+](=O)[O-])c2)cc1,4%,-1%,-3%,-1%,9%,-9%,-11%,-7%,?,6.1%,-7%
COc1ccc(N2C(=O)CC(N(C)CCc3ccc(OC)c(OC)c3)C2=O)cc1 (stereo unspecified),-7%,-1%,-8%,0%,21%,-2%,-15%,-1%,8,0.5%,-1%
O=C(CN(C(=O)CNC(=O)c1cccs1)c1ccccc1)NC1CCCCC1,-1%,0%,1%,2%,-31%,-3%,-3%,6%,-6,-0.1%,-2%
COc1ccc(S(=O)(=O)N2CCC(C(=O)NCCC3=CCCCC3)CC2)cc1C,-11%,-7%,-7%,0%,-33%,-5%,-35%,1%,28,-0.2%,3%
CCN(CC)CCCNC(=O)c1c(O)c2cc(F)cc3c2n(c1=O)C(C)CC3 (stereo unspecified),2%,?,4%,0%,-51%[inhibitor],-3%,-79%,-1%,-4,-0.4%,-17%
C=CCSC1=N/C(=C\c2sccc2C)C(=O)S1,3%,nt,-6%,-5%,2%,-2%,2%,?,-7,-0.8%,-6%
CC(=O)OCC(OC(C)=O)C(OC(C)=O)C(OC(C)=O)C(=O)Nc1ccc(C)cc1 (stereo unspecified),8%,0%,-2%,1%,10%,-13%,-12%,1%,-1,0.3%,2%
O=C(O)c1cc(-c2ccc(Cl)c(Cl)c2)n(-c2ccc(F)cc2)n1,9%,13%,1%,3%,13%,-5%,-32%,10%,-1,0.2%,9%
CC(=O)c1ccccc1NC(=O)COC(=O)/C=C/c1ccc(OC(F)F)cc1,-6%,-1%,nt,-5%,7%,1%,0%,-1%,7,-0.2%,nt
COc1cccc(OC)c1C(=O)NC(=S)Nc1ccc2oc(=O)ccc2c1,-5%,5%,6%,3%,9%,-1%,0%,2%,-2,0.1%,36%
CC(NCc1ccccc1O)C12CC3CC(CC(C3)C1)C2 (stereo unspecified),3%,-3%,-12%,-2%,?,-2%,-18%,-3%,3,-0.4%,14%
COc1ccc(-n2c(CN3CCN(Cc4ccccc4)CC3)nc3ccc([N+](=O)[O-])cc3c2=O)c(OC)c1,-7%,1%,-10%,-3%,7%,-4%,1%,-2%,-2,0.1%,3%
